Assay outcomes as filed in PubChem.
KCC2 mod: modulates chloride dependent transport by human KCC2; Q9H2X9; KCC2 cells, thallium flux FluoZin-2 fluorescence; B-score of Tl+ flux slope (higher = more flux/activation; lower = inhibition) at 10 µM; 2.2% of 190,000 active;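 active = thallium flux slope and its plate-corrected score both differing from the plate sample mean at a set confidence after two filtering rounds, in either direction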;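 note: slope of fluorescence scaled to starting intensity during 10 to 20 s after thallium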
Hck Nef HTS: human Hck-Nef kinase inhibition. P08631. Recombinant Hck-YEEI plus Nef, Z-Lyte FRET kinase assay. inhibition, % at 20 µM. 0.68% of 220,000 active. AID 463187;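 active = Hck-Nef kinase inhibition above about 50%, limit read from the data; inactive = inhibition below that limit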;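 note: 0% = DMSO with Hck plus Nef and 100% = Hck alone without Nef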
L929 necroptosis: L929 zVAD cell death inhibition. L929 zVAD necroptosis rescue, ATP luminescence, 24 h; with zVAD 60 µM. viability rescue, % at 10 µM. 0.38% of 220,000 active. AID 1377;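 active = activation, scaled between plate controls, above about 75%, limit read from the data; inactive = activation under that limit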;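 note: 0% = zVAD with DMSO and 100% = DMSO alone without zVAD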
FXIa inh: inhibitors of human coagulation factor XIa; P03951; purified FXIa, Boc-Glu-Ala-Arg-AMC fluorogenic substrate; inhibition, % at 5 µM; 0.14% of 220,000 active;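 active = inhibition of at least 40%; inactive = inhibition below 40%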;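 note: fluorescence of freed AMC excited at 355 nm; 0% = enzyme without compound and 100% = no enzyme blank; many of its hits are not listed in these tables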
Target sequence (P03951 19-387 limits assumed): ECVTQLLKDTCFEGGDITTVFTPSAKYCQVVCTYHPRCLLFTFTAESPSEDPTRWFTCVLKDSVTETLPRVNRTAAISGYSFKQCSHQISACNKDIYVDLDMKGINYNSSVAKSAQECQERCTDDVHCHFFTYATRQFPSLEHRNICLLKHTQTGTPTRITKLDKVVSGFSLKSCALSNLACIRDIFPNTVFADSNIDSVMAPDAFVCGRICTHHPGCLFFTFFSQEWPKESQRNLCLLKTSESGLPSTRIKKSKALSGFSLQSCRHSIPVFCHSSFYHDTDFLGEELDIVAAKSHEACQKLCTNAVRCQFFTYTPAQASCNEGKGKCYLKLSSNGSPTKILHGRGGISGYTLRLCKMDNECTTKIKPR
Target sequence (P03951 388-625 limits assumed): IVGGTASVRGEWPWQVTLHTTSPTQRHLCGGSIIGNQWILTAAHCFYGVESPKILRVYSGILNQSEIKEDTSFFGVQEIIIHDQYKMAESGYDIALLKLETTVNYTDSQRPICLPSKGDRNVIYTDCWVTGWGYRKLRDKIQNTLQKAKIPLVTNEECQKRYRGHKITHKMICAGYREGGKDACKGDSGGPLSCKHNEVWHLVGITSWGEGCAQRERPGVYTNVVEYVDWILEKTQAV
TNF necrop inh: blocks TNF-alpha induced death of Jurkat FADD-/- cells. Jurkat FADD-/- TNF necroptosis rescue, ATP luminescence, 24 h; 0 = TNF only, 100 = no-TNF cells. activation (protection from cell death), % at 10 µM. 0.068% of 220,000 active. AID 463075;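 active = activation, meaning protection from cell death, of at least 50% relative to plate controls; inactive = activation below 50%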;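 note: necroptosis triggered by 40 ng/mL TNF-alpha added together with compound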
Rad51 HR inh: blocks human Rad51 in homologous recombination | Q06609 | hRad51 DNA strand exchange, fluorescence dequenching | inhibition, % at 10 µM | 0.085% of 200,000 active;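 active = inhibition above 40% at the single screening dose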;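 note: 0% = DMSO control wells and 100% = blanks with heterologous ssDNA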
Target sequence (Q06609 whole entry, looked up): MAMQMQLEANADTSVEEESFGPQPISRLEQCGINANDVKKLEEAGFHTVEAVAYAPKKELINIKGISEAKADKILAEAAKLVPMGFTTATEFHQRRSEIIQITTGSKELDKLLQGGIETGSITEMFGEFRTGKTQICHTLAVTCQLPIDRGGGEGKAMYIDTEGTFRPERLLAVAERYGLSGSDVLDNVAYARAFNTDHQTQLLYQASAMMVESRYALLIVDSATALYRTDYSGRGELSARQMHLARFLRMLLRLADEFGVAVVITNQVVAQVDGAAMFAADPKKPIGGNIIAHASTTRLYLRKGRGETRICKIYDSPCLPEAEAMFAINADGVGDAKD
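System: human Rad51 nucleoprotein filaments preassembled on unlabelled ssDNA. Reagent: labelled 47-mer dsDNA for strand exchange. Schedule: 30-min compound preincubation and 15-min exchange, both room temperature. Measured by: FRET fluorescence dequenching, excitation 485 nm, emission 520 nm. Read-out: Fluorescence-based percent inhibition, control- and blank-normalised. Benchmarks: plate controls and plate blanks.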
thrombin 1536: thrombin (human) inhibition; 0.26% of 220,000 active; inhibition, % at 5 µM; alpha-thrombin, Boc-VPR-AMC fluorogenic substrate cleavage;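 active = inhibition at or above 40%; inactive = inhibition below 40%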;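 note: 0% = enzyme with no compound and 100% = wells without enzyme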
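Material: human alpha-thrombin enzyme / Medium: pH 7.5 Tris (50 mM) with NaCl 150 mM, Tween 20 0.05% / Compound: single-point dosing at 5 µM, 0.2% DMSO / Incubation: enzyme reaction carried out at room temperature / Detection: AMC fluorescence, 355/460 nm / Read-out basis: percent inhibition scaled between no-compound controls and no-enzyme blanks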
FXIIa inh: inhibitors of human coagulation factor XIIa; purified FXIIa, Boc-QGR-AMC fluorogenic substrate, 2 h; inhibition, % at 5 µM; P00748; 0.3% of 220,000 active; in the data active = inhibition above about 40%;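 note: 0% = enzyme with no compound and 100% = blank without enzyme; many of its hits are not listed in these tables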
KLK5 inh: blocks human kallikrein 5 protease activity; Q9Y337; recombinant hK5, fluorogenic AMC substrate cleavage; inhibition, % at 5 µM; 0.59% of 210,000 active; AID 873;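 active = inhibition of 40% or more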;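 note: 0% = enzyme controls without compound and 100% = no-enzyme blanks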
* = called active by the depositor; x = not tested or not shown. Only part of the results is shown; count on the stated rates, not on these rows.

SMILES | KCC2 mod | Hck Nef HTS | L929 necroptosis | FXIa inh | TNF necrop inh | Rad51 HR inh | thrombin 1536 | FXIIa inh | KLK5 inh
CCC(C)c1ccc(NC(=O)COC(=O)C2=COCCO2)cc1 (stereo not drawn) | 0.84 | 2 | -0.2 | 4 | 0.2 | -2 | -31 | 6 | -20
C=CCn1c(C)cc(C(=O)COC(=O)C2CC(=O)N(Cc3ccccc3)C2)c1C (stereo not drawn) | x | 1 | 1.5 | 3 | 0.2 | 1 | -6 | 6 | -2
CCOC(=O)CNC(=O)CNC(=O)c1ccc(OC(C)C)cc1 | 0.28 | 6 | 1.2 | 2 | 1.5 | x | -7 | 4 | 1
O=C(NN1C(=O)C2C3C=CC(C4CC34)C2C1=O)c1cccc(Cl)c1 (stereo not drawn) | 0.6 | 4 | 0.2 | -2 | 1.5 | 6 | -3 | 3 | -19
COc1ccc(-n2c(SCC(=O)Nc3ccc([N+](=O)[O-])cc3OC)nc3ccccc32)cc1 | 0.54 | -2 | 0.3 | 2 | -1.6 | 16 | -3 | 6 | -2
O=C(N/N=C/c1c[nH]c2ccc(Br)cc12)c1ccc2c(c1)OCO2 | 0.37 | 38 | 6.1 | -4 | -3.1 | 5 | -7 | 0 | -7
CCCCCCCOc1ccc(OC(=O)c2ccncc2)cc1 | x | -1 | 1.7 | 16 | -13 | -5 | -2 | 19 | 1
O=CC1=C(N2CCOCC2)/C(=C/c2ccc(Cl)cc2)CC1 | 0.68 | 17 | -0.2 | -29 | -1.1 | -5 | 7 | 1 | -17
Cc1ccc(S(=O)(=O)N(C)C)cc1NC(=S)N1CCCCC1CO (stereo not drawn) | 0.031 | 20 | 0.5 | -2 | -0.7 | -7 | -9 | 5 | 0
O=C(CC12CC3CC(CC(C3)C1)C2)N1CCCC1 | 1.3 | -3 | 0.6 | -3 | -0.7 | 3 | -9 | 2 | -2
CCCNC(=O)Cn1cnc([N+](=O)[O-])n1 | -0.92 | 5 | 0.8 | 8 | 0.9 | 4 | 0 | 12 | -16
COC(=O)c1ccc(-c2ccc(Cl)cc2)nc1C | -0.25 | 3 | -0.3 | -3 | 1.0 | x | -2 | 8 | -5
O=C(COC(=O)c1ccc(S(=O)(=O)N2CCCC2)cc1)NCc1cccs1 | 0.75 | -9 | -0.1 | 4 | 0.1 | 15 | -2 | 7 | -7
COC(=O)c1ccccc1NC(=O)Nc1ncccc1C | -2 | -18 | 0.5 | 32 | -1.1 | 23 | 22 | 31 | 17
N#CC1=C(Nc2ccccc2)SC=C(c2ccc(Cl)c(Cl)c2)N=C1N1CCOCC1 | x | 0 | 0.6 | 9 | -4.2 | x | -3 | 17 | 0
C/C=C/C=C/C(=O)[C@@H]1[C@@H]([C@]2(C)OC(=O)C(C)=C2O)[C@H]2/C(=C(O)/C=C/C=C/C)C(=O)[C@]1(C)C(=O)C2(C)O (stereo partly drawn) | -0.017 | 42 | 0.5 | 0 | -1.8 | -1 | -1 | 5 | -2
CC(C)Oc1cccc(NC(=O)c2cnccc2C(F)(F)F)c1 | -0.024 | 4 | 0.9 | 4 | -1.6 | 0 | 5 | 16 | 0
COCc1cc(SC2CCCCC2)nc(C)n1 | -0.3 | 4 | 0.2 | -2 | -0.8 | 5 | 3 | 16 | -27
O=c1cc(CO)oc(CN2CCN(c3ccccc3)CC2)c1O | 0.69 | 0 | 0.0 | 5 | -2.4 | -3 | 1 | 14 | 1
c1ccc(-n2cnc3cc(NCc4ccco4)ccc32)cc1 | -0.0057 | 29 | 72 | 0 | -2.6 | 1 | -11 | 5 | 3
O=C(NCCCCCCNC(=O)c1cncc(O)c1)c1cncc(O)c1 | x | 4 | 0.2 | 1 | 2.7 | -14 | 2 | 13 | 2
O[C@H]1COC2C1OC[C@@H]2O (stereo partly drawn) | 0.13 | -3 | 2.0 | 8 | 3.1 | -2 | 1 | 12 | -4
O=C(/C=C/c1ccccc1Cl)NCCc1ccc(F)cc1 | -2.2 | 4 | 1.8 | 7 | 1.5 | -3 | 0 | 15 | -18
COc1[nH]c(/N=C/c2ccccc2)c(C#N)c1C#N | -2.3 | 4 | 0.0 | 4 | -4.7 | -19 | 1 | 17 | -28
CC(=O)Nc1ccc(NS(=O)(=O)c2ccc(Cl)c(C(=O)O)c2)cc1 | -0.067 | 1 | 0.5 | -3 | -1.9 | 10 | -2 | 8 | -37
COC(=O)c1ccc(-n2cc(-c3ccc(OC)cc3)[nH]c2=S)cc1 | 8.8* | 8 | -0.1 | -4 | -1.9 | x | 0 | 3 | -6
Cc1cc(Nc2cc(F)ccc2C)n2ncnc2n1 | -0.49 | 1 | -0.7 | 2 | -5.3 | -3 | -4 | 9 | 2
COC(=O)c1cccc(N2C(=O)C3CC=CCC3C2=O)c1 (stereo not drawn) | 0.9 | -9 | -0.2 | 3 | 0.5 | -13 | 3 | 12 | -7
CCOc1c2ccc(C(=O)NCC34CC5CC(CC(C5)C3)C4)cc2nn1CC | 0.51 | -2 | 19 | 1 | 4.0 | -13 | 4 | 15 | -56
O=C(Nc1ccccc1)N1CCN(Cc2ccccc2)CC1 | -0.48 | 2 | -0.4 | 10 | 0.6 | -3 | 2 | 21 | -10
CCn1c(CSc2nc3ccccc3[nH]2)nc2cc(C(=O)O)ccc21 | -1.6 | 2 | -0.2 | -8 | 0.8 | -5 | -3 | -5 | 6
CCC(C(=O)OCC(=O)Nc1ccc(C(N)=O)cc1)c1ccccc1 (stereo not drawn) | -0.2 | -33 | 0.0 | 1 | 0.6 | 1 | 4 | 13 | 3
Cc1sc2ncn(CC(=O)NCCCC(=O)N3CCN(Cc4ccc5c(c4)OCO5)CC3)c(=O)c2c1C | 0.36 | -12 | 0.1 | -6 | 0.4 | 8 | -9 | 0 | -3
COc1ccc2c(c1)CC/C(=C/c1ccco1)C2=O | -0.012 | 12 | 0.5 | 9 | -0.5 | x | -2 | 11 | -9
Cn1c(=Nc2ccc(N3CCOCC3)cc2)ccc2ccccc21 | -0.063 | 2 | 0.1 | 0 | -0.2 | 9 | -8 | 8 | -18
Cc1sc(NC(=O)Cn2c(=O)oc3ccccc32)nc1-c1ccc(Cl)cc1 | 0.15 | 2 | -0.2 | 4 | -0.6 | -2 | -10 | 2 | 3
CN(C(=O)c1cccnc1)c1nc(-c2ccccc2)cs1 | 0.31 | 4 | 0.4 | -5 | -1.2 | -1 | -4 | 13 | 4
CCC(=O)Nc1ccccc1-c1nnn(CC(=O)N2c3ccccc3CC2C)n1 (stereo not drawn) | -0.72 | 2 | -0.6 | -1 | 1.5 | 1 | -1 | 14 | -4
CNC(=O)c1ccc(OCc2ccccc2)c(OC)c1 | 0.24 | 11 | -0.3 | 2 | -0.3 | 10 | -2 | 9 | 18
CN(C)S(=O)(=O)c1ccc(S(=O)(=O)N2CCCC2)cc1 | 0.022 | 2 | 0.3 | 5 | 0.3 | -3 | 2 | 25 | -3
COc1cccc(C=Nc2cc(C)cc(C)c2)c1O | -1.2 | 1 | 0.8 | 5 | -0.8 | -5 | 5 | 13 | -14
Cc1nc(N2CCOCC2)sc1C(=O)NN | -0.2 | 26 | 2.5 | -12 | 0.6 | -4 | -5 | 3 | -3
O=C(Nc1ccccc1-c1nnn(CC(=O)N2CCCc3ccccc32)n1)c1ccco1 | -1.5 | 0 | 0.7 | 7 | -7.3 | -11 | 1 | 18 | 1
CCOC(=O)c1c(NC(=O)c2nn(CC)cc2Br)sc(C)c1C | 0.58 | 1 | -0.2 | 6 | -1.3 | -2 | -3 | 6 | -42
COc1ccc(NC(=O)CC2C(=O)N(C)C(=S)N2Cc2ccc3c(c2)OCO3)cc1 (stereo not drawn) | 7.3* | 7 | 0.3 | 1 | 1.2 | 1 | -1 | 2 | -6
Cc1c([N+](=O)[O-])c([N+](=O)[O-])nn1CC(=O)NCCc1ccccc1 | 0.3 | 0 | 0.2 | -13 | 1.2 | 5 | -10 | -8 | -13
Cc1[nH]n(-c2ccccc2)c(=O)c1S(=O)(=O)c1ccccc1 | x | -1 | 2.4 | 1 | -0.4 | 0 | 1 | 5 | -13
COc1cccc(/C=N/n2c(=S)n(C)c3cc(C)c(C)cc32)c1OC | x | 2 | -0.1 | -6 | -0.3 | 5 | 0 | 9 | 8
COc1ccc(N(CC(=O)NCCC2=CCCCC2)S(C)(=O)=O)cc1 | x | 1 | -0.8 | 3 | -0.4 | -4 | -2 | 14 | -14
COc1ccc(/C=C2\N=C3CCCCCN3C2=O)cc1OC | -1.4 | 0 | 0.2 | 2 | 0.7 | -3 | -2 | 26 | -3
COc1ccc(CNC(=O)COC(=O)[C@H](Cc2c[nH]c3ccccc23)NC(=O)c2cccs2)cc1 | 0.13 | 1 | -0.6 | -1 | 2.3 | -6 | -14 | 10 | -11
COc1cccc(CNC2CCCc3ccccc32)c1OC (stereo not drawn) | -0.56 | 23 | 0.1 | -6 | 1.8 | 22 | -13 | 1 | -10
CCC(=O)c1cc2c(C)cc(=O)oc2c(C)c1OC(C)=O | 0.11 | -6 | -0.4 | 5 | 0.9 | x | 0 | 8 | -19
Cn1sc(NC(=O)c2cccc(Cl)c2)nc1=O | 0.83 | 2 | 0.5 | 4 | -3.0 | -40 | 7 | 2 | 6
Cc1ccc(CN(C(=O)c2cc3ccccc3oc2=O)C2CCS(=O)(=O)C2)cc1 (stereo not drawn) | -0.047 | 1 | 0.0 | 4 | -0.4 | -4 | 3 | 7 | -9
Cc1ccc(CN2C(=O)CCC2C(=O)NCCN2CCOCC2)cc1 (stereo not drawn) | x | 8 | 1.3 | -6 | 0.6 | -3 | -6 | 8 | 1
COc1ccc2nc(N=Nc3c(O)ccc4ccccc34)sc2c1 | 14* | 11 | 46 | 18 | -7.0 | -31 | -3 | 22 | -68
COc1ccccc1NC(=O)CC1C(=O)Nc2ccccc2N1C(=O)c1ccccc1 (stereo not drawn) | 0.47 | 12 | 3.1 | -4 | -0.1 | 2 | 3 | 2 | -10
CCCCC(NC(C)=O)c1nc2ccccc2[nH]1 (stereo not drawn) | 0.93 | 41 | 0.4 | -5 | 0.1 | 7 | -6 | 18 | -2
CCOc1cccc(C2C(C#N)=C(N)Oc3cc(C)n(Cc4ccccn4)c(=O)c32)c1OCC (stereo not drawn) | 0.11 | 0 | -0.3 | 4 | -2.0 | x | 1 | 13 | -10

Some of the entries so far, as labelled records.
> Cc1ccc(S(=O)(=O)N(C)C)cc1NC(=S)N1CCCCC1CO (stereo not drawn)
  KCC2 mod = 0.031
  Hck Nef HTS = 20
  L929 necroptosis = 0.5
  FXIa inh = -2
  TNF necrop inh = -0.7
  Rad51 HR inh = -7
  thrombin 1536 = -9
  FXIIa inh = 5
  KLK5 inh = 0
> O=C(CC12CC3CC(CC(C3)C1)C2)N1CCCC1
  KCC2 mod = 1.3
  Hck Nef HTS = -3
  L929 necroptosis = 0.6
  FXIa inh = -3
  TNF necrop inh = -0.7
  Rad51 HR inh = 3
  thrombin 1536 = -9
  FXIIa inh = 2
  KLK5 inh = -2
> CCCNC(=O)Cn1cnc([N+](=O)[O-])n1
  KCC2 mod = -0.92
  Hck Nef HTS = 5
  L929 necroptosis = 0.8
  FXIa inh = 8
  TNF necrop inh = 0.9
  Rad51 HR inh = 4
  thrombin 1536 = 0
  FXIIa inh = 12
  KLK5 inh = -16
> COC(=O)c1ccc(-c2ccc(Cl)cc2)nc1C
  KCC2 mod = -0.25
  Hck Nef HTS = 3
  L929 necroptosis = -0.3
  FXIa inh = -3
  TNF necrop inh = 1.0
  Rad51 HR inh = x
  thrombin 1536 = -2
  FXIIa inh = 8
  KLK5 inh = -5
